Redox H2O2 prof: compounds producing H2O2 with reducing agent – biochemical, NIH compound library profiling, artefact control for MLSCN library redox annotation, primary screen; DTT-dependent redox cycling H2O2, phenol red/HRP absorbance; 100% = 100 µM peroxide control, 0% = buffer; activation, % at 10 µM; 200,000 compounds, 0.03% hits; AID 878, 2007;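 active = activation of at least 50% relative to the plate's high and low controls in the primary single-dose screen; inactive = activation below 50%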;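 also: compound incubated with DTT at 0.8 mM final as the reducing agent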
PPARg SRC2 recr: agonists of PPARg-SRC-2 recruitment, primary screen, biochemical, HTS. AID 1032, 2008. PPARgamma LBD-SRC-2 recruitment. Peroxisome proliferator-activated receptor gamma (Homo sapiens), P37231. activation, % at 8 µM. 200,000 compounds, 0.34% hits; in the data active = activation above about 22%;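 also: 0% = vehicle and 100% = reference agonist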
PPARg SRC-1 ag: PPARgamma agonists recruiting SRC-1 coactivator, primary screen, biochemical | Peroxisome proliferator-activated receptor gamma (Homo sapiens), P37231 | PPARgamma-SRC-1 coactivator recruitment biochemical assay | activation, % at 8 µM | 200,000 compounds, 0.41% hits; in the data active = activation above about 19%;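 also: 0% = DMSO and 100% = reference agonist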
ROMK mod: ROMK potassium channel modulators, primary screen, cell-based, thallium flux, MLSMR library; B-score at 10 µM; 130,000 compounds, 2% hits; Tet-inducible ROMK, thallium flux fluorescence; actives lie on both sides;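 active = signal ratio slope over the read window, or its plate-corrected B-score, at least 3 SD from the plate mean, either direction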;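 also: B-score of the F/F0 ratio slope over 7 to 12 s after thallium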
Target sequence (P48048 whole entry, looked up): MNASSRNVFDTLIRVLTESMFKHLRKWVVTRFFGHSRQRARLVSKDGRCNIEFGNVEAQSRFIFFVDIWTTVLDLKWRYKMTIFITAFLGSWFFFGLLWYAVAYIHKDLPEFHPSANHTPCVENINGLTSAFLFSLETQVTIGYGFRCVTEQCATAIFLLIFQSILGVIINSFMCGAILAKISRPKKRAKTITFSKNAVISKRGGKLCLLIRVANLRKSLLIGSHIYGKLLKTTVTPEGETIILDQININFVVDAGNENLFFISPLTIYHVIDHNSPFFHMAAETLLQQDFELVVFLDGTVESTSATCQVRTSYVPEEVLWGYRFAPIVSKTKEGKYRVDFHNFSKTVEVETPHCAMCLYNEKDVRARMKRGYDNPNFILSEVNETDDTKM
L major viab: Leishmania major promastigote growth inhibition, primary screen; Leishmania major promastigotes, resazurin fluorescence viability; inhibition, % at 10 µM; 200,000 compounds, 9% hits; AID 1063, 2008; in the data active = inhibition above about 50%;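 also: promastigotes grown with compound for 44 hours at 28 °C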
S1P3 antag: S1P3 receptor antagonists, primary screen, cell-based; Sphingosine 1-phosphate receptor 3 (Homo sapiens), Q99500; CHO S1P3 NFAT-BLA reporter, FRET fluorescence, antagonist mode; inhibition, % at 4.98 µM; 170,000 compounds, 0.27% hits;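 active = inhibition above the plate cutoff, the mean inhibition of test wells on that plate plus 3 SD, cut at about 28% in these data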;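 also: cells challenged with S1P at its EC80 of 0.8 µM; blue over green emission ratio from cleaved BLA substrate after 4 h stimulation; 0% = S1P-stimulated wells and 100% = unstimulated DMSO-only wells; some compounds past the cut are filed as inactive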
Target sequence (Q99500 whole entry, looked up): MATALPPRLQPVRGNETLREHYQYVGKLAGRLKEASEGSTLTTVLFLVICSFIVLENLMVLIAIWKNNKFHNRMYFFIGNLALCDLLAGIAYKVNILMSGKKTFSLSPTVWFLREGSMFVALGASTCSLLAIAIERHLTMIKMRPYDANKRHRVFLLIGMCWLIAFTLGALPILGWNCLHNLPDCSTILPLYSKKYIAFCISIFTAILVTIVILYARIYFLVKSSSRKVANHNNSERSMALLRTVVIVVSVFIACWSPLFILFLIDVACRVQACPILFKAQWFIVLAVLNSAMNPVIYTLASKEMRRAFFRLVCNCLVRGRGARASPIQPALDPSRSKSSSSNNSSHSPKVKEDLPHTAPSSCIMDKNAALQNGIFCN
PPARg SRC-3 ag: PPARgamma agonists recruiting SRC-3 coactivator, primary screen, biochemical | Peroxisome proliferator-activated receptor gamma (Homo sapiens), P37231 | biochemical PPARgamma/SRC-3 coactivator recruitment assay | activation, % at 8 µM | 200,000 compounds, 0.26% hits | AID 731, 2007; in the data active = activation above about 23%;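 also: 0% = DMSO and 100% = reference agonist; some compounds past the cut are filed as inactive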
RAM network inh: inhibitors of the yeast RAM network, primary screen, dse1pr::URA3 reporter, 5-FOA selection; S. cerevisiae dse1pr::URA3 reporter, 5-FOA growth OD615, 2 d; analog-sensitive cbk1-as2 kinase mutant strain; inhibition, % at 50 µM; 190,000 compounds, 1.8% hits; AID 868, 2007;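 active = inhibition above a set limit, 3 SD over mean compound inhibition, cut at about 8.4% in these data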;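 also: 0% = DMSO-only wells with no growth and 100% = 10 µM 1-NA-PP1 full growth; inhibition rescues growth on 5-FOA so higher OD means more RAM inhibition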
TR-FRET SRC-2 ct: TR-FRET signal artefacts, primary screen, artefact control for PPARgamma SRC-2 agonist project, biochemical; TR-FRET artefact counter-screen; active compounds read high; TR-FRET ratio at 8 µM; 200,000 compounds, 0.4% hits; AID 1049, 2008; in the data active = TR-FRET ratio above about 2000; also: inactives centre near 1500
Efa HMGR inh: inhibitors of E. faecalis class II HMGR, primary screen, biochemical, Enterococcus faecalis | purified E. faecalis HMGR, NADPH absorbance 340 nm kinetic | inhibition, % at 10 µM | 190,000 compounds, 0.41% hits;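 active = inhibition above a set limit, the median over all tested compounds plus 3 SD, cut at about 9.5% in these data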;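 also: enzyme runs in reverse so mevalonate oxidation gives rising NADPH absorbance; 0% = complete reaction with DMSO and 100% = background rate lacking mevalonate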
bIAP inh: bovine intestinal alkaline phosphatase inhibitors, primary screen, selectivity assay for TNAP inhibitor project, biochemical, bovine IAP, CDP-star luminescence | alkaline phosphatase, intestinal [Bos taurus] | purified bovine IAP, 30 min | inhibition, % at 20 µM | 190,000 tested, under 10 active | AID 1019, 2008;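 active = over 50% inhibition of intestinal alkaline phosphatase at 20 µM in the single-dose screen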
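Assay system – bovine IAP enzyme · Quantity – bovine IAP at 1/65,000,000 final dilution · Detection – CDP-star luminescence signal · Times – 30 min reaction at room temperature · Also added – CDP-star substrate at 30 µM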
* = called active by the depositor; . = not tested or not shown.

| molecule | PPARg SRC-1 ag | TR-FRET SRC-2 ct | Efa HMGR inh | RAM network inh | ROMK mod | PPARg SRC2 recr | L major viab | S1P3 antag | Redox H2O2 prof | PPARg SRC-3 ag | bIAP inh |
| --- | --- | --- | --- | --- | --- | --- | --- | --- | --- | --- | --- |
| CCc1nnc(NC(=O)c2ccc(OCc3c(C)noc3C)c(OC)c2)s1 | -3 | 1910 | 9 | 5.5 | 0.49 | 3 | 0 | 2 | -1.9 | -2 | -4 |
| O=C1c2ccccc2C(=O)N1CCc1nc(-c2cccnc2)no1 | -2 | 1273 | -3 | 0.4 | -0.29 | 0 | -1 | -4 | 2.3 | 8 | 5 |
| Cc1cc(Br)ccc1OCCNCc1ccccc1 | 2 | 1642 | 0 | 1.7 | 0.98 | 3 | 43 | -2 | -1.8 | 1 | 11 |
| CC(=O)c1c(C)[nH]c(C(=O)N2CCCCCC2)c1C | 6 | 1659 | -2 | 1.8 | 0.46 | 4 | -3 | -18 | -0.3 | -3 | 2 |
| O=C(c1ccc2c(c1)OCCCO2)c1cccs1 | -1 | 1451 | 3 | 0.0 | . | 0 | -5 | -20 | 1.6 | -12 | 37 |
| O=C(COc1ccccc1[N+](=O)[O-])N/N=C/c1ccc(O)cc1 | -8 | 1325 | -1 | 1.4 | -0.76 | 7 | -1 | -3 | -0.1 | -1 | -25 |
| O=C(NCc1ccco1)Nc1ccc2snnc2c1 | 0 | 1604 | -5 | 1.3 | . | 3 | 2 | . | 0.5 | 5 | 10 |
| Cc1ccc(/S(C)=N/S(=O)(=O)c2ccc(C)cc2)cc1 (centres undefined) | -5 | 1504 | -6 | 2.3 | . | 4 | -4 | . | 2.1 | -2 | -9 |
| COC(=O)C1=C(C)N(CCc2ccc(OC)cc2)C(=O)C1 | -3 | 1323 | -3 | 2.3 | 0.089 | -10 | -3 | 11 | 0.2 | -2 | -3 |
| O=C(NC(=S)N1CCN(Cc2ccc3c(c2)OCO3)CC1)c1cccc(Br)c1 | 4 | 1610 | 1 | -0.9 | 4.9* | -11 | 6 | 1 | -0.1 | -2 | 5 |
| CC(/C=C/c1ccco1)=N\NC(=O)C(O)c1ccccc1 (centres undefined) | -1 | 1525 | -4 | 1.9 | . | -2 | -3 | 2 | -0.1 | -2 | -3 |
| CC(C)CCNC(=O)c1cnn2c(C(F)(F)F)cc(-c3ccco3)nc12 | 7 | 1575 | -7 | 2.6 | . | -1 | 0 | . | -0.2 | -6 | -7 |
| CC(C)C(C)(C#N)NC(=O)CSc1nc(C2CCCCC2)n(-c2ccccc2)n1 (centres undefined) | -1 | 1430 | -3 | 6.1 | -1.7 | -6 | 80* | 11 | 0.4 | 1 | -1 |
| CCN1CCN(C(=S)c2ccc(-c3ccccc3)cc2)CC1 | 3 | 1637 | -2 | -0.2 | -0.44 | 10 | 80* | -10 | -1.1 | 5 | 5 |
| Cc1c(C(=O)c2ccc(Cl)cc2Cl)cnc2cc3c(cc12)OCO3 | -1 | 1523 | 6 | -1.2 | -3.2 | 4 | 8 | . | -0.1 | -3 | -1 |
| CCOc1ccc(N2C(=O)CN(O)C=C3N=c4ccccc4=C32)cc1 | 8 | 1679 | -5 | 1.9 | -0.21 | -6 | 11 | -19 | 0.9 | 1 | -4 |
| C=CCNC(=S)NCc1ccccc1OC | -4 | 1563 | -1 | 1.0 | -1.6 | 1 | 0 | 6 | -0.3 | 2 | 3 |
| COCC(C)NC(=O)C1CC(c2cccc(Br)c2)=NO1 (centres undefined) | -4 | 1548 | -10 | 0.9 | . | 1 | -5 | -9 | 0.4 | 3 | 9 |
| CCOC(=O)N1CCN(C(=O)CSc2ccc(-c3ccccc3)nn2)CC1 | 4 | 1678 | -4 | 1.1 | 0.33 | 6 | 5 | -7 | -1.0 | 1 | -32 |
| N#Cc1cn(Cc2ccccc2)c(=O)[nH]c1=O | 2 | 1682 | 3 | 1.6 | 0.84 | 4 | 0 | -15 | -0.6 | -1 | -4 |
| C=CCOc1ccc(Br)cc1/C=N/O | 6 | 1678 | -3 | -2.2 | -1.6 | 13 | 6 | . | 0.3 | 6 | 15 |
| CCOC(=O)c1c(/N=C/N(C)C)sc(C)c1C | 1 | 1693 | -3 | -0.1 | 1.3 | 0 | 3 | -19 | -1.9 | -5 | 4 |
| Cn1c(=O)c(C(=O)CSc2nnc(Nc3ccccc3)s2)c(N)n(Cc2ccccc2)c1=O | 2 | 1476 | 0 | 1.5 | 0.28 | 3 | -1 | . | -1.4 | 6 | 10 |
| Cc1cc(C)n(-c2nnc(N3CCN(c4ccc(F)cc4)CC3)nn2)n1 | 4 | 1877 | -1 | 3.9 | -1.1 | 13 | 8 | -33 | -0.8 | 2 | -10 |
| COC(=O)CC1=C(C(=O)OC)C(c2ccncc2)C(C#N)=C(N)O1 (centres undefined) | 4 | 1692 | 5 | 0.3 | 0.92 | 4 | 0 | . | 2.2 | -6 | 3 |
| Cc1nnc(NC(=O)CSc2cn(Cc3ccccc3)c3ccccc23)s1 | 4 | 1704 | -4 | 4.6 | . | 10 | 0 | -4 | -0.3 | 1 | 5 |
| CC1=CC(C)(C)N(S(=O)(=O)c2ccc(C)cc2)c2ccccc21 | 2 | 1266 | 1 | 8.7* | 3.2* | -2 | 100* | . | 0.2 | -16 | . |
| COc1ccc(C(CC(=O)O)NC(C)=O)cc1OC (centres undefined) | -2 | 1449 | -2 | 1.9 | . | 1 | -1 | 3 | -0.3 | 15 | 6 |
| c1cc(C2OCCN2CC2COC3(CCCC3)O2)ccn1 (centres undefined) | 2 | 1539 | 0 | -0.1 | . | -6 | -4 | 7 | 1.2 | 6 | 3 |
| O=C(COC(=O)c1cc(=O)[nH]c2ccccc12)c1ccccc1 | 15 | 1586 | -2 | 4.0 | 0.58 | 4 | -11 | 2 | -0.4 | 3 | -19 |
| Cc1ccc(N2CCN(c3ccc(C)cc3)C2c2ccccn2)cc1 | 2 | 1509 | 2 | 0.2 | 0.29 | 11 | -3 | 31 | 3.7 | 1 | 0 |
| O=C(Nc1nc(COc2ccccc2)cs1)C1CCC1 | 1 | 1547 | -5 | 2.5 | -0.38 | -4 | 5 | . | 0.5 | -14 | -6 |
| COC(=O)CN1C2(C#N)CCCCC2CC2CCCCC21C#N (centres undefined) | 1 | 1701 | -6 | 0.1 | 0.58 | 0 | -8 | . | -2.8 | -2 | 0 |
| CC(OC(=O)c1cccs1)C(=O)NCc1ccco1 (centres undefined) | -2 | 1333 | 0 | 0.8 | . | -4 | -2 | -7 | 2.9 | -1 | 2 |
| O=C(NC(=S)NNS(=O)(=O)c1ccccc1)c1ccccc1[N+](=O)[O-] | -2 | 1617 | -5 | 0.5 | . | -3 | -2 | 0 | -0.6 | -1 | -3 |
| Cc1cc(NC(=O)CSc2ccc(-c3ccc(F)cc3)nn2)no1 | 4 | 1477 | 0 | 4.9 | . | 3 | 9 | -7 | 0.1 | -6 | 1 |
| O=C1CCC(=O)N1c1nc2nc(-c3ccccc3)cc(=O)n2[nH]1 | -1 | 1535 | 1 | 0.5 | 0.18 | 11 | -7 | . | 0.0 | 9 | 8 |
| Cc1cccc(C)c1OCC(O)CNS(=O)(=O)c1ccccc1C(=O)N1CCOCC1 (centres undefined) | 0 | 1584 | -2 | 1.5 | -0.83 | 5 | -6 | . | 2.6 | -9 | 8 |
| CCc1c(C(=O)NC2CCCC2)csc1C | 0 | 1761 | -2 | 0.4 | -0.011 | 11 | 3 | 3 | 0.9 | -4 | 5 |
| COc1ccc2sc(N3C(=O)C4CC=C(C)CC4C3=O)nc2c1 (centres undefined) | 2 | 1598 | -2 | 0.3 | -0.46 | 7 | -7 | 1 | -0.8 | 4 | 11 |
| N#Cc1cccc(-c2nnc(SCc3ccccc3C#N)o2)c1 | 6 | 1516 | -3 | 1.1 | . | 8 | 2 | 18 | 0.6 | 4 | 20 |
| CS(=O)(=O)N1CCN(c2ccccc2F)CC1 | -2 | 1343 | -1 | -0.7 | . | 1 | -3 | -18 | 3.1 | -13 | 3 |
| Cc1cc(C(=O)N/N=C2\CCCc3ccccc32)c(C)o1 | 8 | 1515 | -3 | 0.4 | . | 6 | 9 | -2 | 0.4 | 0 | 1 |
| N#CC(C#N)=Cc1ccc(OC(=O)c2ccccn2)cc1 | 6 | 1506 | -8 | 0.2 | . | 8 | -3 | -7 | 0.4 | 4 | 4 |
| N#C/C(=C\c1ccccn1)c1nc2ccccc2s1 | -4 | 1534 | -10 | 3.1 | -5.7* | 0 | 23 | -4 | -0.8 | 1 | 4 |
| Cc1ccc(C(=O)COC(=O)c2ccc(-c3cnc4ccccc4n3)cc2)cc1C | 2 | 1577 | -6 | 8.1 | . | 4 | 0 | -8 | 0.7 | 5 | 24 |
| Cn1c(CC(=O)Nc2ccc(Cl)c(Cl)c2)nnc1SCC(=O)N1CCN(c2ccccc2)CC1 | 4 | 1597 | 0 | 3.1 | . | 7 | 1 | . | -3.9 | 9 | 0 |
| COc1ccc(NS(=O)(=O)c2ccc(Oc3ncccn3)cc2)cc1 | 7 | 1654 | 2 | 0.6 | . | 8 | -4 | -32 | 0.6 | 8 | 0 |
| COc1cc(/C=N\NC(=O)c2sc(N)nc2C)cc(OC)c1OC | 4 | 1537 | -3 | -0.6 | 0.2 | 11 | -2 | . | -3.8 | 15 | 2 |
| Cc1[nH]c(=O)[nH]c(=O)c1/C=N\NC(=O)CCc1ccc(OC(C)C)cc1 | 7 | 1639 | -3 | 1.7 | -0.0078 | -8 | -4 | -12 | -2.0 | 2 | -16 |
| Cc1ccc(-c2nc(CS(=O)(=O)CC(=O)N3CC(C)CC(C)C3)c(C)o2)cc1 (centres undefined) | 1 | 1651 | 5 | 0.8 | . | -1 | -8 | -4 | -0.8 | 3 | -5 |
| CC(=O)N1CCCc2cc(S(=O)(=O)N3CCc4ccccc4C3)ccc21 | -1 | 1426 | 4 | -0.5 | -1.4 | 3 | 98* | 6 | -0.5 | 0 | -1 |
| Nc1ccccc1Nc1ccc([N+](=O)[O-])cc1[N+](=O)[O-] | 1 | 1522 | -1 | -0.4 | -1.3 | 7 | 1 | -30 | 0.2 | 1 | 11 |
| CC1(C(=O)OCC(=O)Nc2ccccc2Cl)CC1(Cl)Cl (centres undefined) | -2 | 1541 | -1 | 1.9 | 0.042 | 2 | 8 | -8 | -1.4 | -4 | 13 |
